USP2a inh = qHTS Assay for Inhibitors of Ubiquitin-specific Protease USP2a | Ubiquitin carboxyl-terminal hydrolase 2 (Homo sapiens), O75604 | USP2a enzymatic assay, qHTS inhibition | Potency, µM (top dose mostly 38.3 µM), without a hit: at the top dose activity change, negative = inhibition, most hits filed as inhibitors | hit rate 0.1% among 60,000 | AID 927, 2007;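 note: potency is the fitted concentration of half-maximal effect; nearly all actives have a fitted effect of over 60% in size; plate controls were DMSO for no effect and NEM full inhibition control for full effect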
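USP2 core (20nM final) preincubated 30 min RT with compound, then Ub-PLA2 20nM and NBD C6-HPC 20uM final added; buffer 20mM Tris-HCl pH 8.0, 2mM CaCl2. Fluorescence Ex 460/Em 535 read at 0 and 2.5 h; normalized to NEM.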
Fluorescein fluor = qHTS Assay for Spectroscopic Profiling in Fluorescein Spectral Region. max fluorescein-equivalent concentration, M. hit rate 0.91% among 59,000. AID 593, 2007. Compound autofluorescence, 480/540 nm, fluorescein-equivalent; stronger effect = higher value; in the data active = max fluorescein-equivalent concentration above about 10 nM; inconclusive = between about 1.1 nM and that limit
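Read-out is intrinsic compound fluorescence at 480/540 nm (excitation/emission), expressed as dye-equivalent concentration using a fluorescein standard series run on every plate. Compounds sat 15 min at room temperature in 100 mM Tris, pH 8.0.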
HADH2 inh = qHTS Assay for Inhibitors of HADH2 (Hydroxyacyl-Coenzyme A Dehydrogenase, Type II) | 3-hydroxyacyl-CoA dehydrogenase type-2 (Homo sapiens), Q99714 | recombinant HADH2, NADH fluorescence, beta-hydroxybutyryl-CoA | Potency, µM (series often up to 57.1 µM), for the others: at the highest dose activity change, negative = inhibition, most hits filed as inhibitors | hit rate 3.4% among 73,000 | AID 886, 2007; note: potency is the fitted concentration of half-maximal effect; % is set by controls: 0 for no effect and ±100 for the full control effect; nearly all actives have a fitted effect of over 60% in size; many of its hits are not listed in these tables
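E. coli-expressed His-tagged HADH2 tested at 20 nM in alkaline Tris buffer (pH 9.0); oxidation of 90 uM beta-hydroxybutyryl-CoA with 1 mM NAD+ tracked fluorimetrically for 4 min.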
Rhodamine fluor = qHTS Assay for Spectroscopic Profiling in Rhodamine Spectral Region | AID 594, 2007 | Rhodamine-region fluorescence, 547/598 nm, Tris buffer; stronger effect = higher value | hit rate 0.05% among 59,000 | max dye-equivalent concentration, M; in the data active = max dye-equivalent concentration above about 11 nM; inconclusive = between about 1.1 nM and that limit
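Intensities are converted to rhodamine-equivalent concentration using a six-point rhodamine standard on each plate. Compounds sit 15 min at room temperature in 100 mM Tris buffer, pH 8.0; read uses the 547/598 nm excitation/emission pair.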
Caspase-1 inhib = qHTS Assay for Allosteric/Competitive Inhibitors of Caspase-1. P29466. Caspase-1 enzyme, Ac-WEHD-AFC fluorogenic rate. Potency, µM (highest dose often 57.5 µM), for inactives: at the highest dose activity change, negative = inhibition, most hits filed as inhibitors. hit rate 0.03% among 75,000. AID 900, 2007;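 note: potency is the fitted concentration of half-maximal effect; plate controls were vehicle for no effect and no substrate for full effect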
HEK293 cAMP cs = qHTS Assay for Agonists of the Thyroid Stimulating Hormone Receptor: Activators of Intracellular cAMP Concentrations in Parental HEK 293. Potency, µM (highest dose often 57.1 µM), for the others: at the highest dose activation, hits mostly activators. hit rate 2.5% among 73,000. parental HEK293 CNG cAMP sensor, membrane potential fluorescence; note: potency is the fitted concentration of half-maximal effect; % of control where 0% means no effect; nearly all actives have a fitted effect of over 55% in size
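Counterscreen for endogenous-receptor signalling: CNG-channel HEK 293 cells report cAMP rise by membrane depolarization. After 60 min dye equilibration with 100 uM RO 20-1724, compounds incubated 30 min before bottom-read fluorescence at 590 nm.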
FLuc inh = qHTS Assay for Inhibitors of Firefly Luciferase. Potency, µM (titrated, usually from 57.1 µM), for inactives: top-dose activity change, negative = inhibition, hits mostly inhibitors. purified firefly luciferase, luminescence, 8 min. AID 411, 2009. hit rate 2.2% among 72,000; note: potency is the fitted concentration of half-maximal effect; % is set by controls: 0 for no effect and ±100 for the full control effect; nearly all actives have a fitted effect of over 40% in size
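Inhibition of light generation by firefly luciferase from ATP and luciferin was profiled with concentration-response curves per sample, ATP held at 10 uM within the enzyme's linear range. Plates were read by luminescence after an 8-minute ambient incubation.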
Tau filament bind = qHTS Assay for Tau Filament Binding. Potency, µM (highest dose often 57.1 µM), for inactives: top-dose activity change, negative = inhibition. recombinant tau filaments, thioflavin S fluorescence, 15 h; filaments grown with octadecylsulfate alongside compound. hit rate 2% among 71,000. Microtubule-associated protein tau (Homo sapiens), P10636;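 note: potency is the fitted concentration of half-maximal effect; % is set by controls: 0 for no effect and ±100 for the full control effect; actives lower thioflavin S fluorescence by blocking filaments or displacing dye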
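His-tagged recombinant human tau (exons 2, 3, 10; 1 uM final) fibrillized with 30 uM sodium octadecylsulfate, 15 h at 37 C, in pH 7.4 HEPES buffer with 10 uM thioflavine S and 5 mM DTT. Reduced ThS fluorescence (450/510 nm) marks activity.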
Texas Red fluor = qHTS Assay for Spectroscopic Profiling in Texas Red Spectral Region | Compound fluorescence, Texas Red channel, 547/618 nm; stronger effect = higher value | max dye-equivalent concentration, M | hit rate 0.06% among 59,000 | AID 587, 2007; in the data active = max dye-equivalent concentration above about 10 nM; inconclusive = between about 1.1 nM and that limit
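Compound fluorescence was read after 15 min at room temperature in 100 mM Tris, pH 8.0, using 547 nm excitation and 618 nm emission across a concentration series. It was expressed as Texas Red dye-equivalent concentration from an on-plate standard curve.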
Casp7 inh = qHTS Assay for Allosteric/Competitive Inhibitors of Caspase-7 | P55210 | recombinant caspase-7, Ac-DEVD-AFC fluorescence rate | Potency, µM (doses to about 57.5 µM), for inactives: top-dose activity change, negative = inhibition, most hits filed as inhibitors | hit rate 0.02% among 75,000; active = well fitted inhibition curve with a large enough effect in the main read-out, with a control signal flat, not every such curve was filed as active; inconclusive = small, poorly fitted or top-dose-only effect, or a change in a side signal; note: potency is the fitted concentration of half-maximal effect; % of control where 0% means no effect
ERK AVP inh = qHTS Assay for Inhibitors of the ERK Signaling Pathway using a Homogeneous Screening Assay. AID 995, 2007. Potency, µM (doses to about 57.5 µM), for the others: at the highest dose activity, negative = inhibition, actives largely listed as inhibitors. hit rate 0.99% among 72,000. HEK293-V1b, vasopressin-stimulated pERK AlphaScreen; note: potency is the fitted concentration of half-maximal effect; % is set by controls: 0 for no effect and ±100 for the full control effect; nearly all actives have a fitted effect of over 55% in size
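qHTS, compounds titrated on V1b-expressing HEK293 cells. Preincubation 30 min at 37C, vasopressin 25 nM for 5 min, lysis 10 min, bead incubation 5 hr at room temperature.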
Numbers without * were called inactive; i = inactive; ? = inconclusive; . = not tested or not shown; [ ] = remark or other dose. Unless noted, calls come from the whole dose curve; as a rule, active = well fitted curve in the direction sought with a large enough effect; inconclusive = small, poorly fitted or top-dose-only effect, or another doubt; inactive = no such curve, though single readings can be large; an effect the other way counts as inactive or inconclusive.

SMILES | USP2a inh | Fluorescein fluor | HADH2 inh | Rhodamine fluor | Caspase-1 inhib | HEK293 cAMP cs | FLuc inh | Tau filament bind | Texas Red fluor | Casp7 inh | ERK AVP inh
CCOc1ccc2nc(NC(=O)C(NS(=O)(=O)c3cccs3)C(C)C)sc2c1 (configuration not stated) | 5% | i | 9% | i | -3% | -12% | 3% | 41% | i | -4% | 8%
O=C(Nc1ccc(Cl)cc1C(=O)Nc1ccc(Br)cn1)c1ccco1 | 29% | i | ? | i | 0% | 20µM* | 0% | 51% | i | -1% | -6%
Cc1ccccc1NC(=O)C(C#N)Cc1cccnc1 (configuration not stated) | -3% | ? | -1% | i | 1% | 1% | 1% | 10% | i | 0% | -17%
Cc1cc(C)n2cc(CSc3nnc(N)s3)nc2n1 | -4% | ? | -6% | i | 0% | 2% | 1% | 7% | i | 0% | -11%
Cn1c(=O)c2c(SCc3cccnc3)nc(CC(C)(C)C)nc2n(C)c1=O | . | . | -12% | . | -2% | ? | 2% | 121% | . | -5% | .
O=C(NCc1ccco1)c1ccc(Br)c(S(=O)(=O)N2CCCCC2)c1 | 6% | . | -6% | . | 5% | 27% | 0% | -9% | . | 0% | -13%
CC(=O)CCc1c(C)c2cccc(C)c2[nH]c1=O | . | . | 1% | . | -7% | ? | -1% | 32% | . | -1% | -5%
Cc1cc(C)cc(NC(=O)CN(C)S(=O)(=O)c2cnc[nH]2)c1 | -5% | i | 7% | i | 1% | 4% | -2% | -10% | i | -1% | 13%
C=C(C)c1cccc(C(C)(C)NC(=O)N2CCN(C)CC2)c1 | 5% | i | -3% | i | -2% | 8% | 3% | -8% | i | -1% | -18%
O=S(=O)(NCCOCCNS(=O)(=O)c1ccccc1)c1ccccc1 | -1% | . | 7% | . | 2% | 11% | 0% | 2% | . | 0% | -16%
CC(=O)CSc1ncnc2c1oc1ccccc12 | 0% | i | ? | i | 0% | 2% | -6% | 6% | i | 1% | -16%
CCOC(=O)C1CCN(C(=O)C2CCN(S(=O)(=O)N3CCCC3)CC2)CC1 | 3% | i | -5% | i | 1% | 3% | 1% | -5% | i | 1% | 8%
CCN(CC)c1nc2nonc2nc1N(CC)CC | 0% | ? | 1% | i | -1% | 7% | -24% | -15% | i | 0% | 7%
O=S(=O)(c1cccs1)N1CN(Cc2cccs2)c2nc3ccccc3nc21 | 34%[activator] | i | -1% | i | -7% | ? | 2% | 3% | i | -5% | -23%
CSCCC(NC(=O)c1cc(C(C)(C)C)oc1C)C(=O)O (configuration not stated) | . | i | -10% | i | -3% | 10% | 0% | -6% | ? | -1% | -5%
CN(Cc1ccccc1)Cc1nc2c(c(=O)n(C)c(=O)n2C)n1Cc1ccc(Cl)cc1 | 23% | i | 10% | i | 0% | 1% | 0% | 11% | i | 1% | -8%
COc1ccc(OC)c(NC(=O)c2cc3n(n2)C(C(F)(F)F)CC(c2ccc4c(c2)OCO4)N3)c1 (configuration not stated) | 13% | i | ? | i | -5% | -3% | 3% | 35% | i | -3% | -11%
O=C(Nc1ccc(N2CCOCC2)cc1)C1CCCN(S(=O)(=O)c2ccccc2)C1 (configuration not stated) | -3% | i | 14% | i | 0% | 7% | -2% | -3% | i | 1% | -21%
CC(=O)N(C)c1ccc(NC(=O)c2cnn(C)c2)cc1 | -3% | i | -4% | i | -2% | 10% | -3% | -5% | ? | 1% | 7%
CC(OC(=O)c1ccco1)C(=O)NC1CCCCC1 (configuration not stated) | . | i | 5% | i | 2% | 6% | 2% | -17% | ? | 3% | -11%

Among those listed so far, these have a tert-butyl group:
SMILES | USP2a inh | Fluorescein fluor | HADH2 inh | Rhodamine fluor | Caspase-1 inhib | HEK293 cAMP cs | FLuc inh | Tau filament bind | Texas Red fluor | Casp7 inh | ERK AVP inh
Cn1c(=O)c2c(SCc3cccnc3)nc(CC(C)(C)C)nc2n(C)c1=O | . | . | -12% | . | -2% | ? | 2% | 121% | . | -5% | .
CSCCC(NC(=O)c1cc(C(C)(C)C)oc1C)C(=O)O (configuration not stated) | . | i | -10% | i | -3% | 10% | 0% | -6% | ? | -1% | -5%

Next compounds.
SMILES | USP2a inh | Fluorescein fluor | HADH2 inh | Rhodamine fluor | Caspase-1 inhib | HEK293 cAMP cs | FLuc inh | Tau filament bind | Texas Red fluor | Casp7 inh | ERK AVP inh
CN(C)CCSS(=O)(=O)O | . | i | 9%[11.4 µM] | i | -4%[11.5 µM] | 9%[11.4 µM] | 1%[11.4 µM] | -11%[11.4 µM] | i | -1%[11.5 µM] | 23%[11.5 µM]
C=CCn1c(SCC(=O)N2CCN(c3ccc(F)cc3)CC2)nnc1-c1cccs1 | . | . | 0% | . | 1% | 29% | -3% | 7% | . | 0% | ?
C=CCC(NCc1ccco1)c1ccc(OC)cc1OC (configuration not stated) | . | i | 8% | i | 0% | 18% | -2% | -24% | ? | -12% | -27%
COc1ccc(C2CC(=O)C3=C(C2)Nc2ncnn2C3c2ccccc2C)cc1 (configuration not stated) | 27% | i | ? | i | -2% | -7% | 2% | -2% | i | 0% | -14%
CCN(CC)CCCN(Cc1cc2cc3c(cc2[nH]c1=O)OCCO3)C(=O)Nc1ccc(F)cc1 | 15% | ? | 2% | i | -6% | 10% | 0% | 19% | ? | 1% | -13%
CCOC(=O)n1ccc(C(=O)Nc2ccccc2F)n1 | 2% | i | -9% | i | -1% | 4% | -1% | 9% | i | 2% | 8%
CCCCCNC(=O)c1ccc2c(=O)[nH]c3c(C(=O)NCC4CCCO4)sc(=S)n3c2c1 (configuration not stated) | 3% | ? | ? | i | -2% | -8% | 1% | -102% | i | 0% | 22%
COCc1cc(CN2CCCC2)c(O)c2ncccc12 | 49%[activator] | . | -4% | . | -6% | 0% | -3% | -16% | . | -6% | -21%
COc1cc(=O)n(C)c2c(OC[C@@H](O)C(C)(C)O)cccc12 | -9%[17.1 µM] | ? | 2%[25.6 µM] | i | -2%[25.7 µM] | ? | -2%[25.5 µM] | -3%[25.6 µM] | i | 1%[25.7 µM] | -16%[25.7 µM]
CC(=O)OC[C@@H]1O[C@H](C/C=N\O[C@@H](C)c2cc(-c3c(C)cc(C)cc3C)no2)C=C[C@@H]1OC(C)=O | . | . | -15%[11.4 µM] | . | -1%[11.5 µM] | 14%[11.4 µM] | 2%[11.4 µM] | . | . | 2%[11.5 µM] | 9%[11.5 µM]
Cc1cc(C)n(C(=O)c2cccc(S(=O)(=O)N3CCOCC3)c2)n1 | -5% | ? | 6% | i | 0% | -9% | 0% | -8% | ? | 0% | -1%
O=c1c(O)c(-c2ccccc2)oc2cc(O)cc(O)c12 | . | i | 7% | i | -1% | -13% | 2%[11.4 µM] | ? | i | -2% | 15%
Nn1c(SCC(=O)N2CCCc3ccccc32)nnc1-c1ccc(Cl)cc1 | -5% | i | 14% | i | 0% | 9% | 3% | 14% | i | -2% | -25%
NC(=O)C(Cc1ccccc1)NS(=O)(=O)c1ccc(N2CCCC2=O)cc1 (configuration not stated) | 0% | ? | -3% | i | 0% | 7% | 3% | i | i | 1% | -15%
CSCCC(=O)Nc1ccc(C(C)=O)cc1 | 2% | . | -6% | . | -1% | -7% | -7% | -28% | . | 0% | -14%
O=C(C1CC1)N1CCC(c2nc(-c3ccc(S(=O)(=O)NCC4CCCO4)cc3)no2)CC1 (configuration not stated) | 3% | ? | 5% | i | 0% | ? | 3% | 1% | i | 0%[0.00368 µM] | 5%
CC1CCN(CC(=O)NCc2ccccc2)CC1 | -3% | i | -5% | i | -2% | 2% | 1% | -4% | ? | 1% | -4%
CC1(C)C=Cc2c(c3ccccc3[nH]c2=O)O1 | -3% | i | 37%[activator] | i | -1% | 12% | -4% | 3% | ? | -1% | 4%
Cc1cn([C@H]2C[C@H](O)[C@@H](COC(N)=O)O2)c(=O)[nH]c1=O | . | i | 12%[11.4 µM] | i | 0%[11.5 µM] | -3%[11.4 µM] | 1%[11.4 µM] | 0%[11.4 µM] | ? | 2%[11.5 µM] | 2%[11.5 µM]
COc1ccc(CN(CCCN2CCOCC2)S(=O)(=O)N(C)C)cc1OC | 4% | ? | 7% | i | 1% | 8% | 2% | 1% | i | -1% | -1%

Compound activity: PubChem, National Center for Advancing Translational Sciences (NCATS)

The list is partial (hit frequency here may not be typical).
